# SR-BI DiI inh: mouse SR-BI HDL lipid transfer inhibition. Q61009. ldlA[mSR-BI] CHO cells, DiI-HDL uptake fluorescence, 3 h. inhibition, % at 12.5 µM. 0.96% of 320,000 active;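 active = mean replicate inhibition of at least 70% and a set share of replicates each scoring 70 or more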;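 also: 0% = median of neutral control wells and 100% = median of positive control wells; values of inactives mirror those of a sister screen read the other way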
# RTF Ca sens inh: cardiac RTF calcium desensitization | P19429+P45379 | IANBD-labeled cardiac RTF, Ca2+ fluorescence | inhibition, % at 7.15 µM | 0.12% of 340,000 active | AID 493244;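 active = inhibition above the mean inhibition of all tested compounds plus 3 SD, cut at about 17% in these data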;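 also: assay run at fixed EC70 calcium of 1.6 mM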
# C-LANA FP: inhibitors of KSHV LANA C-terminal domain DNA binding; MBP-C-LANA/FAM-LBS DNA binding, fluorescence polarization; inhibition, % at 9 µM; 0.078% of 340,000 active; AID 504423;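 active = highest replicate inhibition at or above 60% at 9 µM, even if other replicates fall short; inactive = all replicates below 60% inhibition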;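 also: 0% = neutral control wells and 100% = 4 µM acridine orange control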
# DAGLB inhibitor: diacylglycerol lipase beta (human) inhibition; Q8NCG7; HEK293T DAGLB membrane lysate, EnzChek fluorogenic substrate; inhibition, % at 5.17 µM; 0.059% of 340,000 active; in the data active = inhibition above about 34%;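 also: 0% = enzyme with vehicle and 100% = wells lacking enzyme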
# PvdQ inh: P. aeruginosa PvdQ acylase inhibition | purified PvdQ acylase, fluorescence plate reader | inhibition, % at 10 µM | 0.063% of 340,000 active; in the data active = inhibition above about 30%, passing the limit was not always enough;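 also: 0% = vehicle neutral wells and 100% = reference inhibitor wells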
# SR-BI DiI-HDL act: enhances SR-BI lipid uptake from DiI-HDL; 0.096% of 320,000 active; CHO ldlA[mSR-BI] cells, DiI-HDL uptake fluorescence, 3 h; 100 = double the neutral-control signal; activation, % at 12.5 µM;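 active = mean replicate activation of at least 60% and every replicate at or above 60%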;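 also: 0% = median plate neutral-control signal and 100% = twice that signal; values of inactives mirror those of a sister screen read the other way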
#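 material = CHO ldlA[mSR-BI] cells | medium = Ham's F12 with 0.5% BSA, HEPES 25 mM, pH 7.4 | reagent = fluorescent DiI-HDL, 10 µg/mL final | compound dosing = single-point compound dose | incubation = 3 h, 37 °C | measured by = bottom-read fluorescence, 550/595 nm | measure = HDL uptake via cellular fluorescence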
# Arrestin-AP2 inh: blocks beta-arrestin peptide binding to AP2 adaptin; FITC-arrestin peptide / GST-AP2 beads, flow cytometry; AP2 beta2 appendage carries R879A mutation; inhibition, % at 10 µM; 0.31% of 340,000 active;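 active = inhibition above a set limit, near 3 SD of compounds lacking own fluorescence, cut at about 54% in these data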;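 also: plate controls were DMSO wells for no effect and 5 µM unlabelled arrestin peptide for full effect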
#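 Material – AP2 appendage R879A on GSH beads · Buffer or medium – PBS with 0.05% Tween 20 and 0.1% BSA · Probe or stimulus – fluorescein-tagged arrestin peptide at 50 nM final · Incubation – compound with beads 12 min RT, then probe 1 h RT · Detection – high-throughput flow cytometry of beads, ex 488, em 535 nm · Evaluation – percent response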
# Keap1-Nrf2 PPI: Keap1-Nrf2 (human) interaction inhibition; inhibition, % at 9.4 µM; 0.15% of 340,000 active; AID 504523; Q14145; Keap1 Kelch-Nrf2 peptide fluorescence polarization, 1536-well; in the data active = inhibition above about 12%;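 also: human Keap1 Kelch domain with fluorescein labeled Nrf2 9mer peptide probe; 0% = neutral control wells and 100% = peptide positive control; higher means more block of Keap1 binding to Nrf2 peptide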
# NSD2 HMT inh: NSD2 (human) methyltransferase inhibition. O96028. NSD2 peptide methylation, AlphaScreen, 120 min. inhibition, % at 12.5 µM. 0.54% of 310,000 active; in the data active = inhibition above about 50%
# PKA-R2B act: PKA-R2B complex activation; PKA-R2B holoenzyme dissociation, Cy5-IP20 fluorescence polarization; R2B truncated from residue 108, S112A mutant; 0% DMSO only, 100% 113 µM cGMP; AID 504700; 0.079% of 340,000 active; P22694+P31323; activation, % at 11.4 µM;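 active = activation above a cutoff set at the mean over all compounds plus 3 SD, cut at about 18% in these data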;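 also: higher means more holoenzyme dissociation and a rise in polarization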
# The depositor's hits bear a star; / = not tested or not shown.
No.	structure	SR-BI DiI inh	RTF Ca sens inh	C-LANA FP	DAGLB inhibitor	PvdQ inh
1	CC(Cc1ccccc1)C(=O)N[C@@H](CO)Cc1ccccc1 (some centres undefined)	-21	-6	0.3	-4	-6
2	N#Cc1nc(COc2cccc(Cl)c2)oc1NCCN1CCOCC1	0	6	1.1	-1	-1
3	O=C(CCc1nc2sc3c(c2c(=O)[nH]1)CCCC3)NCCc1ccc(F)cc1	-42	0	0.5	2	-9
4	Cc1ccc(S(N)(=O)=O)cc1NC(=O)/C=C/c1cccs1	-8	-3	-1.8	-3	-13
5	O=C(NN1C(=O)c2ccccc2NC1c1ccco1)c1ccccc1 (centres undefined)	-16	-7	-0.8	5	-6
6	Cc1ccc2[nH]cc(CCNC(=O)c3ccc([N+](=O)[O-])cc3)c2c1	18	1	-0.7	2	-8
7	Cc1ccc(N2C(=O)c3ccccc3C2=O)cc1Cl	-11	-6	1.1	-11	2
8	CCCn1c(=O)c2ccccc2n2c(SCCOc3ccc(Cl)cc3)nnc12	43	-3	0.9	-3	-12
9	O=Cc1ccccc1-c1cn(CCCOCc2ccccc2)nn1	-10	6	0.7	-1	5
10	O=C(CCCn1c(SCc2cc(=O)n3cc(Cl)ccc3n2)nc2ccccc2c1=O)NCC1CCCO1 (centres undefined)	12	8	0.4	1	-7

No.	SR-BI DiI-HDL act	Arrestin-AP2 inh	Keap1-Nrf2 PPI	NSD2 HMT inh	PKA-R2B act
1	21	17	0	/	-1
2	0	39	0	-2	-8
3	42	-8	-2	0	-13
4	8	1	-4	2	4
5	16	42	-2	-2	-9
6	-18	5	2	0	4
7	11	14	-5	-1	-5
8	-43	-13	2	0	-10
9	10	2	-3	/	-4
10	-12	-1	0	2	-9

# (cont.)
No.	structure	SR-BI DiI inh	RTF Ca sens inh	C-LANA FP	DAGLB inhibitor	PvdQ inh
11	CCOC(=O)C(NC(C)=O)(NS(=O)(=O)c1ccccc1)C(F)(F)F (centres undefined)	7	-2	-1.3	-1	-15
12	CCC(=O)Nc1ccc(F)c(Cl)c1	20	-3	0.2	1	22
13	COc1ccc(-c2noc(CCC(=O)N3CCN(c4cccc(F)c4)CC3)n2)cc1	0	-6	1.5	-2	-7
14	Cc1cccc(NS(=O)(=O)c2ccc(C)c(C(=O)NCc3cccnc3)c2)c1	-24	-4	-1.1	1	-13
15	CCOc1ccc(NS(=O)(=O)c2ccc(C(=O)NCCCN3CCCC3=O)cc2)cc1	-1	0	0.8	2	-5
16	Cc1oc2ccc(OC(C(=O)O)c3ccccc3)cc2c1C(=O)O (centres undefined)	27	-1	2.0	-1	-7
17	Cc1ccc(-c2cnc(SCCNC(=O)c3ccco3)[nH]2)cc1	6	-10	-1.5	0	3
18	C=CCOc1ccccc1CNc1ccccc1C	6	1	0.4	-5	-10
19	CCOc1ccccc1C(=O)Nc1ccc(S(=O)(=O)N2CCN(C)CC2)cc1	2	-4	1.4	-2	-8
20	COC(=O)c1nn(-c2ccccc2)c(Sc2ccc(Cl)cc2)c1/C=N/O	41	-9	1.0	-4	-11

No.	SR-BI DiI-HDL act	Arrestin-AP2 inh	Keap1-Nrf2 PPI	NSD2 HMT inh	PKA-R2B act
11	-7	-1	-2	6	-8
12	-20	3	2	/	-18
13	0	31	3	/	5
14	24	7	-1	1	-5
15	1	-9	-2	-1	-5
16	-27	0	-2	2	-8
17	-6	1	-1	2	-6
18	-6	-6	-4	-2	-9
19	-2	-3	-4	0	10
20	-41	-4	5	2	-5

# Shown bar-delimited: part of the list above
no. | mol | SR-BI DiI inh | RTF Ca sens inh | C-LANA FP | DAGLB inhibitor | PvdQ inh | SR-BI DiI-HDL act | Arrestin-AP2 inh | Keap1-Nrf2 PPI | NSD2 HMT inh | PKA-R2B act
12 | CCC(=O)Nc1ccc(F)c(Cl)c1 | 20 | -3 | 0.2 | 1 | 22 | -20 | 3 | 2 | / | -18
15 | CCOc1ccc(NS(=O)(=O)c2ccc(C(=O)NCCCN3CCCC3=O)cc2)cc1 | -1 | 0 | 0.8 | 2 | -5 | 1 | -9 | -2 | -1 | -5

# New compounds follow.
No.	structure	SR-BI DiI inh	RTF Ca sens inh	C-LANA FP	DAGLB inhibitor	PvdQ inh
21	Cc1ccc(C(=O)NCC(c2ccco2)N2CCc3ccccc3C2)cc1C (centres undefined)	-4	-9	0.8	-4	-18
22	O=C1C2C3C=CC(CO)(O3)C2C(=O)N1c1ccccc1-c1ccccc1 (centres undefined)	7	-4	-0.5	1	1
23	CC1CC(C)(C)n2c(O)c(N=NC(N)=S)c3cccc1c32 (centres undefined)	33	10	1.4	5	-7
24	COc1cc(OC)c(/C=N/NC(=O)Cn2nc([N+](=O)[O-])cc2C)c(OC)c1	4	0	-1.8	-7	-11
25	Cc1cc(C(=O)CCC(=O)N(C)CC(=O)Nc2c(Cl)cccc2Cl)c(C)s1	26	-9	-0.7	0	-13
26	CCCCCCOc1cccc(N)c1	-11	4	-1.2	-2	-6
27	O=C(O)c1cccnc1SCc1ccccc1Cl	-13	8	0.0	2	3
28	O=C(Nc1ccc(Cl)cc1)N1CCSC1=NCc1ccccc1	-18	-9	-0.2	1	-30
29	Cc1ccc(-c2cn3cccnc3n2)cc1NC(=O)c1cccs1	17	3	0.6	1	-15
30	O=C(CCc1nc(-c2ccccc2F)no1)NC1CCCCC1	11	-8	-0.5	-2	-2

No.	SR-BI DiI-HDL act	Arrestin-AP2 inh	Keap1-Nrf2 PPI	NSD2 HMT inh	PKA-R2B act
21	4	6	-3	5	0
22	-7	19	-33	/	-12
23	-33	-7	-2	7	-10
24	-4	16	-5	0	5
25	-26	-3	-2	2	-4
26	11	6	-5	2	-6
27	13	-5	0	/	-12
28	18	-3	-3	0	-3
29	-17	14	-3	-2	-5
30	-11	1	-1	-1	-6

# 4 of these compounds, set out differently:
no.	structure	SR-BI DiI inh	RTF Ca sens inh	C-LANA FP	DAGLB inhibitor	PvdQ inh	SR-BI DiI-HDL act	Arrestin-AP2 inh	Keap1-Nrf2 PPI	NSD2 HMT inh	PKA-R2B act
27	O=C(O)c1cccnc1SCc1ccccc1Cl	-13	8	0.0	2	3	13	-5	0	/	-12
28	O=C(Nc1ccc(Cl)cc1)N1CCSC1=NCc1ccccc1	-18	-9	-0.2	1	-30	18	-3	-3	0	-3
29	Cc1ccc(-c2cn3cccnc3n2)cc1NC(=O)c1cccs1	17	3	0.6	1	-15	-17	14	-3	-2	-5
30	O=C(CCc1nc(-c2ccccc2F)no1)NC1CCCCC1	11	-8	-0.5	-2	-2	-11	1	-1	-1	-6

# (cont.)
No.	structure	SR-BI DiI inh	RTF Ca sens inh	C-LANA FP	DAGLB inhibitor	PvdQ inh
31	CC(C)(C)c1ccc(C(=O)NC(=S)N2CCOCC2)cc1	7	-4	1.2	-1	-8
32	CC(=O)C1=C(O)C(=O)N(c2ccc(Br)cc2)C1c1ccccc1[N+](=O)[O-] (centres undefined)	-9	-3	-2.3	6	9
33	CCc1ccc(NC(=O)C2CC=CCC2C(=O)O)cc1 (centres undefined)	4	-4	0.0	-2	-6
34	O=C(Nc1c(C(=O)N2CCOCC2)cnn1-c1ccccc1)c1cccc(F)c1	-19	-7	1.1	-1	-9
35	CCSC1(SCC)N=C(N)C2(C#N)C(c3ccccc3)NC(C)=CC12C#N (centres undefined)	-9	5	0.8	6	1
36	COC(=O)[C@H](CC(C)C)NC(=O)N1CCC(C)CC1	-9	-2	-1.0	2	-11
37	COc1ccc(C(=O)Nc2ccc3oc(-c4cccc(Cl)c4)cc(=O)c3c2O)cc1	52	4	-0.5	-1	-13
38	C=CCOc1ccc(/C=C/C(=O)OCC(=O)NCCc2ccccc2)cc1	-41	2	-1.8	-7	13
39	CCc1nnc(NC(=O)CN2CCN(Cc3cccc(Cl)c3)CC2)s1	-29	-3	0.4	-1	-7
40	O=C(O)c1c(NC(=O)N2CCCC2)sc2c1CCCC2	-4	-1	0.2	0	-7

No.	SR-BI DiI-HDL act	Arrestin-AP2 inh	Keap1-Nrf2 PPI	NSD2 HMT inh	PKA-R2B act
31	/	-1	-4	-4	3
32	9	38	1	4	3
33	-4	10	-7	0	3
34	19	4	-4	1	2
35	9	10	-8	-1	3
36	9	-5	0	-3	6
37	-52	4	-5	/	-1
38	41	21	2	0	-15
39	29	-9	0	3	-1
40	4	8	-6	1	-1

# Continued.
No.	structure	SR-BI DiI inh	RTF Ca sens inh	C-LANA FP	DAGLB inhibitor	PvdQ inh
41	O=[N+]([O-])c1cccc(-c2ccc(/C=N/NC(=S)Nc3ccccc3)o2)c1	/	-11	0.3	-2	-6
42	COc1c(C(CC(C)C)OC(C)=O)ccc2c1C(=O)OCc1cc(C)cc(O)c1O2 (centres undefined)	43	-3	1.8	-8	1
43	Cc1cc2nnc(SCC(=O)N3C(C)CCCC3C)n2c(N)n1 (centres undefined)	-8	1	1.0	0	-3
44	CN1CCN(CC(=O)Nc2cc(N(C)C)nc3ccccc23)CC1	-28	-7	0.3	-2	-6
45	CC1CCN(CCc2nc3cc(NS(=O)(=O)c4ccc(F)cc4)ccc3n2C)CC1	-19	4	1.1	-2	-14
46	CCOC(=O)c1ccc(NC(=O)CSc2nnnn2C2CCCCC2)cc1	-7	-2	-2.2	-1	-7
47	CC(C)c1nc(SCC(=O)Nc2ccc(N3CCOCC3)cc2)c2ccccc2n1	27	0	-0.1	-8	-8
48	Cc1ccc(CN2CCN(Cc3cn(C(C)C)c4ccccc34)CC2CCO)o1 (centres undefined)	-1	1	0.4	-1	-3
49	O=C(NNC(=O)c1csc(N2CCOCC2)n1)c1ccc(=O)[nH]c1	-16	10	-1.5	1	-1
50	COc1cccc(CNC(=O)c2ccc(NC3=NC4CS(=O)(=O)CC4S3)cc2)c1 (centres undefined)	9	-4	-1.3	-1	-10

No.	SR-BI DiI-HDL act	Arrestin-AP2 inh	Keap1-Nrf2 PPI	NSD2 HMT inh	PKA-R2B act
41	/	1	0	-1	-3
42	-43	20	1	/	-13
43	8	-1	2	-3	0
44	28	-6	2	4	-1
45	19	1	1	3	0
46	7	3	-5	-1	-5
47	-27	19	-2	6	-8
48	1	12	-2	1	-11
49	16	13	0	-3	-8
50	-9	-8	-6	1	-5

# Continuation.
No.	structure	SR-BI DiI inh	RTF Ca sens inh	C-LANA FP	DAGLB inhibitor	PvdQ inh
51	COc1cccc(NS(=O)(=O)NC(=O)c2cn(C)c3ccccc23)c1	-9	-12	-0.9	3	-4
52	COC(=O)c1nc2cc3c(cc2c(C)c1C(=O)OC)OCO3	6	-8	0.1	1	-11
53	CC1(C)CC(=O)C2=C(C1)NCN(CCCN1CCOCC1)C2	-55	-7	-0.8	-4	9
54	Nc1nonc1-n1nnc(C(=O)N/N=C/c2ccccc2Br)c1CN1CCCC1	/	3	-1.1	1	-11

No.	SR-BI DiI-HDL act	Arrestin-AP2 inh	Keap1-Nrf2 PPI	NSD2 HMT inh	PKA-R2B act
51	9	7	1	-1	8
52	-6	-4	-3	/	7
53	55	16	1	-7	-3
54	/	-6	-5	-1	-5

# Bioassay records (PubChem)
